# PAX8 reporter: inhibitors of PAX8-driven TPO luciferase reporter, primary screen, RMG-I cells, single concentration | SteadyGlo, 24 h | inhibition, % at 12.6 µM | 1.2% of 360,000 active;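 active = mean replicate inhibition at least 60% with every replicate also reaching 60%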;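 note: luciferase light reporting Pax8 driven TPO promoter activity; plate controls were median of neutral control wells for no effect and mitoxantrone controls for full effect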
# S100A4 MyoIIA: inhibitors of S100A4-myosin IIA peptide binding, primary screen, biochemical, fluorescence polarization, TAMRA-MyoIIA peptide; inhibition, % at 10.7 µM; 0.14% of 360,000 active; AID 652163, 2013;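 active = mean inhibition of at least 70% across replicates, with every replicate also reaching that level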
#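 Assay system: human S100A4 monomer with TAMRA-labelled myosin IIA peptide / Buffer or medium: Calcium-containing HEPES buffer, pH 7.2 / Reagent: TAMRA-labelled myosin IIA heavy-chain peptide probe, 5 nM / Compound: one dose per compound / Timing: polarization read 5 min after assay mix addition, stable 5–60 min / Benchmarks: neutral control DMSO, positive control TFP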
# PglD inh: C. jejuni PglD acetyltransferase inhibitors, primary screen, biochemical, DTNB colorimetric, single point; purified PglD enzyme, DTNB colorimetric CoA detection; AID 602405, 2012; 0.098% of 360,000 active; inhibition, % at 12.5 µM; UDP-N-acetylbacillosamine N-acetyltransferase PglD (Campylobacter jejuni); in the data active = inhibition above about 16%, passing the limit was not always enough; note: strong numbers were not always called active
# PGC1a acetyl inh: inhibitors of PGC1a acetylation signal, primary screen, cell-based, U2OS, AlphaScreen, inhibitor mode | AlphaScreen anti-acetyl-lysine; with virally co-expressed GCN5 acetyltransferase | inhibition, % at 15.6 µM | 0.17% of 350,000 active;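 active = every replicate shows inhibition of at least 40%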;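 note: 0% = neutral control wells and 100% = positive control wells; some results beyond the cut were filed as inactive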
# FN deposition inh: inhibitors of fibronectin matrix deposition, primary screen, AH1F cells, Alexa488-fibronectin fluorescence, plate reader | AH1F fibroblasts, overnight | inhibition, % at 12.6 µM | 0.086% of 350,000 active | AID 743247, 2014;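 active = mean inhibition across replicates of 30% or more, regardless of how many single replicates reach that level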;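 note: positive control wells lacked labelled fibronectin entirely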
#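 Material – AH1F fibroblast monolayer, labelled fibronectin deposition · Reagent – labelled fibronectin 24 nM · Timing – 1 h adhesion, overnight exposure · Measured by – fluorescence at 485 nm excitation, 525 nm emission · Read-out – inhibition of fibronectin deposition signal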
# EWS-Fli block: EWS/Fli-driven NR0B1 reporter inhibitors, primary screen, A673 cells, NR0B1 luciferase, luminescence, MLPCN library. viability-normalised. inhibition, % at 12.6 µM. 0.67% of 350,000 active;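 active = mean inhibition of at least 50% after viability correction, with every replicate also passing that limit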;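 note: firefly luciferase signal divided by Alamar Blue viability fluorescence both relative to DMSO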
# ERAP1 inh: human ERAP1 aminopeptidase inhibitors, primary screen, biochemical, single point, plate reader; recombinant ERAP1, Leu-AMC fluorescence, 60 min; AID 652197, 2013; inhibition, % at 10.7 µM; Endoplasmic reticulum aminopeptidase 1 (Homo sapiens), Q9NZ08; 0.15% of 340,000 active;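 active = mean replicate inhibition of at least 30%, or all replicates individually reaching that 30% level; inactive = mean below 30% and not every replicate reaching it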;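 note: 0% = neutral control wells and 100% = L-leucinethiol positive control wells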
# Target sequence (Q9NZ08 whole entry, looked up): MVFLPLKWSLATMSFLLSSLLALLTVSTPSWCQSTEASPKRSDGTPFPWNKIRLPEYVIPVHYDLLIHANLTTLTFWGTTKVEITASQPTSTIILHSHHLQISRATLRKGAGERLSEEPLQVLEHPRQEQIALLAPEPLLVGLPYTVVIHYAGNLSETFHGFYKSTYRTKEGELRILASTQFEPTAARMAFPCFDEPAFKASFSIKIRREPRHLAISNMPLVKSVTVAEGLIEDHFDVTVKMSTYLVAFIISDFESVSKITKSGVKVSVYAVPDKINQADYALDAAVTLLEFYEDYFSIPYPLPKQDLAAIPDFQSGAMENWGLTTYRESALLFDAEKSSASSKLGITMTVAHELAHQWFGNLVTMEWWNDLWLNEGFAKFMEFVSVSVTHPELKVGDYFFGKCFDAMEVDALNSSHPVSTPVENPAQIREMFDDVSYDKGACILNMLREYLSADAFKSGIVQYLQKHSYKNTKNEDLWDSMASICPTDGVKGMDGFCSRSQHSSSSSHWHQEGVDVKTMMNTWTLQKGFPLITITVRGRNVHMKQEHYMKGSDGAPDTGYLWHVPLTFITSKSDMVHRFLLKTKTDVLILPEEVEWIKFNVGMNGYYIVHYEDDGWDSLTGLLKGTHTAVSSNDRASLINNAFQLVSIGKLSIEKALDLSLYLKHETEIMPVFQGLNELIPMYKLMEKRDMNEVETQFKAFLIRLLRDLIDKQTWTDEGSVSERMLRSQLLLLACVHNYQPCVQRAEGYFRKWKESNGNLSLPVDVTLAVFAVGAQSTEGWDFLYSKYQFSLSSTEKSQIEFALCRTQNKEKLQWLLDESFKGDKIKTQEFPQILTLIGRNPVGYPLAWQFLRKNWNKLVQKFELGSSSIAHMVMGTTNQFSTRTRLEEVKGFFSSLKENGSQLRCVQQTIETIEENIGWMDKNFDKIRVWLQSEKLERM
# LGR2 antag: inhibitors of bursicon-induced LGR2 CRE-luciferase signal, primary screen, cell-based, HEK293, CRE-luciferase reporter, bursicon stimulation. Drosophila bursicon receptor LGR2 (rickets). bursicon-stimulated, 4 h. inhibition, % at 9.99 µM. 0.35% of 380,000 active. AID 720647, 2013;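 active = drop in luminescence signal, shown as inhibition above about 50% in the replicate tests, limit read from the data, passing the limit was not always enough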;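 note: agonist challenge used bursicon conditioned medium at about half maximal strength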
# * marks the source's active call; other numbers are inactive results; x = not tested or not shown.
# Below each compound: FN deposition inh | S100A4 MyoIIA | ERAP1 inh | LGR2 antag | EWS-Fli block | PAX8 reporter | PglD inh | PGC1a acetyl inh
1. CCC(=O)Nc1cccc(C2=NOC3(C2)C[C@@H](C(N)=O)N(C(=O)CC)C3)c1 (stereo not given in full)
 : 8 | 1 | -2 | 11 | -8 | 1 | 3 | 8
2. COc1ccc(OC)c(NC(=O)CSc2nc(N)c(-c3ccccc3)c(=O)[nH]2)c1
 : x | 7 | 3 | -19 | x | x | 3 | x
3. O=C(c1cc2cc(Cl)ccc2[nH]1)N1CCCCC1
 : -8 | -1 | 0 | -32 | -57 | -54 | -1 | 4
4. O=C(c1ccc(F)cc1)N1C2CCC1CC(O)(c1ccc(F)cc1)C2 (stereo not given)
 : -6 | x | x | x | x | 9 | -5 | -15
5. COc1cc2oc(=O)cc(C)c2c(OC)c1OC
 : -9 | 0 | -5 | -8 | 5 | -21 | x | x
6. COc1ccc(NC(=O)Nc2ccc3c(c2)[C@H]2C[C@H](CC(=O)N4CCOCC4)O[C@H](CO)[C@H]2O3)cc1
 : -4 | x | x | 13 | 1 | -1 | 0 | 1
7. Cc1noc(C)c1S(=O)(=O)Nc1ccc2c(c1)C(=O)N([C@H](C)CO)C[C@H](C)[C@H](CN(C)C)OCCCC[C@H](C)O2
 : -5 | 7 | 1 | 5 | -24 | -15 | 0 | 12
8. Cc1cc(C)n2nc(SCC(=O)NC3CCCC(C)C3C)nc2n1 (stereo not given)
 : -2 | 15 | 1 | -2 | x | -24 | 0 | x
9. CC(=O)NCCc1nc2cc(NC(=O)COc3ccc(C)cc3)ccc2n1C
 : -3 | -3 | -2 | -13 | -17 | -9 | 1 | 15
10. CCOc1ccc(NCC(=O)N/N=C/C=C/c2ccccc2)cc1
 : -9 | -4 | 0 | -20 | -16 | -5 | x | x
11. COC(=O)c1c(NC(C)=O)sc2c1CCN(Cc1ccccc1)C2
 : 9 | -5 | 6 | -8 | -20 | 12 | 3 | -10
12. COc1cccc(-c2cccc3c2NC(=O)C3(C)Cc2ccccc2F)c1 (stereo not given)
 : 9 | 2 | 0 | -3 | 4 | 13 | 3 | x
13. CC(=O)c1cccc(S(=O)(=O)N2CCC(C(=O)N(C)Cc3ccc(Cl)s3)CC2)c1
 : 2 | -1 | 0 | 5 | 6 | 25 | -5 | -12
14. COc1ccc(NC(=O)N(C)C[C@@H]2Oc3ccc(NC(=O)CCCN(C)C)cc3C(=O)N([C@@H](C)CO)C[C@H]2C)cc1
 : x | -12 | -1 | -13 | 0 | 1 | -9 | 1
15. CC(=O)N1[C@@H]2CN(C(=O)c3ccc(F)cc3)c3ccccc3[C@@H]2[C@@H]1CO
 : -5 | x | x | -5 | 10 | -23 | 3 | 3

# Looked up one by one from above (6):
# Below each compound: FN deposition inh | S100A4 MyoIIA | ERAP1 inh | LGR2 antag | EWS-Fli block | PAX8 reporter | PglD inh | PGC1a acetyl inh
11. COC(=O)c1c(NC(C)=O)sc2c1CCN(Cc1ccccc1)C2
 : 9 | -5 | 6 | -8 | -20 | 12 | 3 | -10
3. O=C(c1cc2cc(Cl)ccc2[nH]1)N1CCCCC1
 : -8 | -1 | 0 | -32 | -57 | -54 | -1 | 4
8. Cc1cc(C)n2nc(SCC(=O)NC3CCCC(C)C3C)nc2n1 (stereo not given)
 : -2 | 15 | 1 | -2 | x | -24 | 0 | x
1. CCC(=O)Nc1cccc(C2=NOC3(C2)C[C@@H](C(N)=O)N(C(=O)CC)C3)c1 (stereo not given in full)
 : 8 | 1 | -2 | 11 | -8 | 1 | 3 | 8
5. COc1cc2oc(=O)cc(C)c2c(OC)c1OC
 : -9 | 0 | -5 | -8 | 5 | -21 | x | x
2. COc1ccc(OC)c(NC(=O)CSc2nc(N)c(-c3ccccc3)c(=O)[nH]2)c1
 : x | 7 | 3 | -19 | x | x | 3 | x

# Other results.
# Below each compound: FN deposition inh | S100A4 MyoIIA | ERAP1 inh | LGR2 antag | EWS-Fli block | PAX8 reporter | PglD inh | PGC1a acetyl inh
16. O=C(CSc1cn(CCNC(=O)c2ccccc2F)c2ccccc12)NCC1CCCO1 (stereo not given)
 : 6 | 0 | 2 | 1 | 2 | x | -3 | 1
17. Cc1sc2ncnc(N3CCC(C(=O)Oc4cccc(Cl)c4Cl)CC3)c2c1C
 : -10 | -3 | 0 | -1 | 4 | -13 | 5 | 4
18. CNC(=O)C[C@H]1CC[C@H]2[C@@H](COc3ccc(NC(=O)c4cccc(F)c4)cc3C(=O)N2C)O1
 : 0 | 2 | -1 | 10 | 1 | -7 | 1 | -8
19. O=C(N[C@H]1C=C[C@@H](CC(=O)N2CCc3ccccc3C2)O[C@H]1CO)C1CCC1
 : -4 | 8 | -1 | 5 | -1 | 2 | 0 | -14
20. O=C1C2CCCN2C(=O)N1CCN1CCN(CCO)CC1 (stereo not given)
 : 3 | 17 | 2 | 9 | -6 | -9 | 5 | 4
21. CSc1ccc(C2NC(=O)CCC2[N+](=O)[O-])cc1 (stereo not given)
 : 4 | 41 | 2 | -8 | 4 | 22 | 1 | 6
22. O=C(Nc1ccc2c(c1)OCO2)c1cc(C2CCCCN2C(=O)OCCF)on1 (stereo not given)
 : 6 | 1 | 11 | 15 | -1 | -5 | 0 | 7
23. Cc1ccc(S(=O)(=O)Nc2ccc(C(=O)OCC(=O)N(CCC#N)c3ccccc3)cc2)cc1C
 : 10 | x | x | 7 | x | 3 | 0 | 1
24. COc1ccc(C2=NOC3(CC(=O)N(c4ccc(F)cc4)C3=O)C2)c(OC)c1 (stereo not given)
 : 12 | x | x | 0 | x | x | 3 | 12
25. CC(C)NC(=O)N1C[C@@H]2[C@H](c3ccccc31)[C@@H](CO)N2C(=O)Nc1ccc(F)cc1
 : -4 | -3 | 0 | -3 | -8 | -1 | -7 | -7
26. Cc1cc(NC(=O)/C=C/C(=O)N(CC(=O)NC2CCCC2)c2cccc3ccccc23)no1
 : -12 | 6 | 1 | 9 | 11 | 8 | 6 | -4
27. Cc1ccc(S(=O)(=O)N(C)C[C@@H]2Oc3ccc(NS(=O)(=O)c4cn(C)cn4)cc3C(=O)N([C@H](C)CO)C[C@H]2C)cc1
 : x | x | x | 12 | -15 | 4 | x | 2
28. Cc1cccc(C)c1NC(=O)CN(C)C(=O)C1CC1C (stereo not given)
 : -6 | 5 | 4 | 17 | -14 | -7 | 1 | 4
29. C[C@H]1CN([C@@H](C)CO)C(=O)c2cc(NC(=O)Nc3ccc(F)cc3)ccc2O[C@H]1CN(C)CC1CCCCC1
 : x | -4 | 1 | -4 | -4 | -19 | 13 | x
30. O=C(/C=C/[C@H]1O[C@@H](n2cnc3c(NC(=O)c4ccccc4)ncnc32)[C@H](O)[C@@H]1O)NCC(c1ccccc1)c1ccccc1
 : 7 | -2 | 2 | -8 | -5 | 9 | -1 | -8

# Following part
# Below each compound: FN deposition inh | S100A4 MyoIIA | ERAP1 inh | LGR2 antag | EWS-Fli block | PAX8 reporter | PglD inh | PGC1a acetyl inh
31. Cc1nn2c(NCc3cccnc3)c3c(nc2c1-c1ccccc1)CCC3
 : -1 | -2 | 0 | x | 25 | 7 | 0 | -27
32. COc1cc(/C=C/c2ccc3c([N+](=O)[O-])cccc3n2)ccc1OCC(=O)O
 : 7 | -3 | -2 | -2 | 8 | -5 | 7 | -2
33. O=C(NCc1cc(F)cc(F)c1)[C@@H]1[C@@H](CO)[C@@H]2Cn3c(cccc3=O)[C@H]1N2C(=O)c1cnccn1
 : 4 | 0 | 1 | 16 | -2 | x | 1 | x
34. Cc1ccc(CNC(=O)[C@H]2O[C@@H](n3ccc(N)nc3=O)[C@H](O)[C@@H]2O)o1
 : -3 | -2 | 0 | 8 | -6 | 2 | 2 | -16
35. CN(CC(=O)Nc1cccc(F)c1)C(=O)c1ccccc1-n1cnnn1
 : 5 | 2 | 0 | 2 | -3 | 10 | x | 21
36. CCCC#Cc1ccc([C@H]2[C@H]3CN(S(=O)(=O)Cc4ccccc4)CCCCN3[C@H]2CO)cc1
 : x | 3 | -5 | 13 | -6 | 106* | 2 | -2
37. O=C(C[C@@H]1CC[C@H](NC(=O)Cc2cccnc2)[C@@H](CO)O1)Nc1ccc(-c2ccccc2)cc1
 : 5 | -5 | 0 | 10 | -6 | 12 | 5 | -14
38. COc1cccc2c(SCC(=O)N/N=C/c3ccc(O)c(O)c3)cc(C)nc12
 : 18 | 6 | 3 | 38 | 19 | 28 | x | 0
39. Fc1ccccc1CN1CCCC(NC2CCC2)C1 (stereo not given)
 : 0 | 1 | 2 | -3 | -2 | -4 | 7 | 2
40. COc1ccccc1/C=C(\C#N)C(=O)c1cccn1C
 : 1 | 0 | 1 | 16 | 1 | 17 | x | x
41. S=c1[nH]c2cnccc2n1Cc1ccccc1
 : 0 | 2 | -1 | -7 | 4 | 26 | 1 | 5
42. Cc1cccc(C)c1NC(=O)c1ccc2sc([C@@H]3O[C@H](CO)[C@H](O)[C@H](O)[C@H]3O)nc2c1
 : 4 | -5 | -3 | -4 | -17 | -12 | -1 | 0
43. OC[C@@H]1CN(Cc2ccc3c(c2)OCO3)C[C@H](n2cnc3c(NC4CC4)ncnc32)O1
 : 16 | 0 | -3 | -8 | -6 | -19 | 3 | 5
44. c1ccc(-c2cc(-c3ccccc3)on2)cc1
 : -5 | 7 | -3 | -84 | -90 | -141 | 0 | 4
45. C[C@@H]1CN([C@H](C)CO)C(=O)c2cc(-c3ccncc3)cnc2O[C@@H]1CN(C)S(=O)(=O)c1ccc(F)cc1
 : x | 18 | -1 | -8 | -12 | 6 | -5 | -5
46. CC(NC(=O)C1CCC(C(=O)NC(C)c2ccccc2)CC1)c1ccccc1 (stereo not given)
 : 2 | -11 | 0 | 2 | 1 | 5 | -3 | x
47. COc1ccccc1-c1nnc(NC(=O)c2ccc(S(=O)(=O)N3CCOCC3)cc2)o1
 : 0 | -1 | -4 | -6 | x | 5 | -4 | x
48. C#CCO[C@@H]1C[C@H](n2cnc3c(NC(=O)c4ccccc4)ncnc32)O[C@@H]1CO
 : 7 | 2 | 4 | -27 | -28 | -66 | 1 | 0
